# APEX1 inh = qHTS Assay for Inhibitors of the Human Apurinic/apyrimidinic Endonuclease 1 (APE1) | Potency, µM (highest dose often 65.8 µM), for the others: top-dose activity change, negative = inhibition, hits mostly inhibitors | recombinant APE1, TAMRA/BHQ-2 abasic DNA cleavage fluorescence | DNA repair nuclease/redox regulator APEX1 (Homo sapiens), P27695 | actives 0.35% (n = 350,000);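 further: plate controls were vehicle for no effect and reference inhibitor for full effect; nearly all actives have a fitted effect of over 55% in size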
# Target sequence (P27695 whole entry, looked up): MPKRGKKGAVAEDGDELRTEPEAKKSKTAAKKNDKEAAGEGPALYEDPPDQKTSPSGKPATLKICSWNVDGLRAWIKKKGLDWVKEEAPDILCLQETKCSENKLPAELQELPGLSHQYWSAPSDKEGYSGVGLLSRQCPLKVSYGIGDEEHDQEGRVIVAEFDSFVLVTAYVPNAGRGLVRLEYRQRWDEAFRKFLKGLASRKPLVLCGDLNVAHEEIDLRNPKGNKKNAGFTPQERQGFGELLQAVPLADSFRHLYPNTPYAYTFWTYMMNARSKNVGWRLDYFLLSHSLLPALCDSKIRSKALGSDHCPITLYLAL
#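 Activity was derived from the fluorescence gain between first and third kinetic reads (60 s intervals, ex 525/em 598 nm) after 50 nM THF-abasic TAMRA/BHQ-2 duplex was added to 0.75 nM APE1 preincubated 15 min with compound.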
# Pol iota inh = qHTS for Inhibitors of Polymerase Iota; Pol iota fluorescent replication assay, 10 min; Potency, µM (highest dose often 115 µM), for the others: top-dose activity, negative = inhibition, most hits filed as inhibitors; actives 1% (n = 390,000); AID 588590, 2011
#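 Fluorescent replication assay read twice, at 0 min and 10 min after adding 50 nM (final) substrate. Enzyme (10 nM) and compounds were first incubated 15 min at room temperature; enzyme-free buffer wells were negative controls.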
# BLM helicase inh = qHTS Assay for Inhibitors of Bloom's syndrome helicase (BLM). RecQ-like DNA helicase BLM (Homo sapiens), P54132. recombinant BLM DNA unwinding, fluorescence dequenching. Potency, µM (series often up to 56.1 µM), for inactives: at the highest dose activity change, negative = inhibition, actives largely listed as inhibitors. actives 0.2% (n = 350,000);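 further: plate controls were vehicle for no effect and no enzyme for full effect; nearly all actives have a fitted effect of over 35% in size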
# G9a block = qHTS Assay for Inhibitors of Histone Lysine Methyltransferase G9a; Histone-lysine N-methyltransferase EHMT2 (Homo sapiens), Q96KQ7; G9a H3K9 monomethylation, AlphaScreen, 2 h; Potency, µM (highest dose often 102 µM), inactives show top-dose activity, negative = inhibition, usual class: inhibitors; actives 8.8% (n = 350,000); further: on the % scale 0 is the no-effect control and ±100 the full control effect; nearly all actives have a fitted effect of over 75% in size
#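 Step 1: enzyme (final 20 nM) with compound, 15 min RT. Step 2: substrate peptide 500 nM and SAM 20 uM, 2 h RT. Step 3: anti-H3K9me1 antibody and AlphaScreen beads, 10 min, then plate read.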
# Pol kappa inh = qHTS for Inhibitors of Polymerase Kappa; DNA polymerase kappa (Homo sapiens), Q9UBT6; purified Pol kappa, fluorescent DNA synthesis assay, 10 min; Potency, µM (highest dose often 107 µM), for the others: top-dose activity, negative = inhibition, usual class: inhibitors; actives 0.53% (n = 400,000); AID 588579, 2011; further: on the % scale 0 is the no-effect control and ±100 the full control effect
#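 Pol kappa 10 nM + cpd, 15 min RT; start w/ substrate 50 nM final; fluorescence kinetic read, 0 and 10 min. Neg ctrl: buffer, no enzyme.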
# JMJD2A Tudor inh = qHTS Assay for Inhibitors of JMJD2A-Tudor Domain; Lysine-specific demethylase 4A (Homo sapiens), O75164; AlphaScreen JMJD2A-Tudor / H3K4me3 peptide binding; Potency, µM (doses to about 114 µM), without a hit: at the highest dose activity change, negative = inhibition, hits mostly inhibitors; actives 4.4% (n = 390,000); AID 504339, 2011; further: on the % scale 0 is the no-effect control and ±100 the full control effect; nearly all actives have a fitted effect of over 50% in size
# BAZ2B inh = qHTS Assay for Inhibitors of BAZ2B. Potency, µM (series often up to 114 µM), without a hit: top-dose activity change, negative = inhibition, usual class: inhibitors. AID 504333, 2011. actives 4.4% (n = 360,000). AlphaScreen BAZ2B-H3K14Ac peptide displacement; further: on the % scale 0 is the no-effect control and ±100 the full control effect; nearly all actives have a fitted effect of over 60% in size
#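 BAZ2B 50 nM plus b-H3(5-23)K14Ac 50 nM, PBS pH 7.4/0.01% Tween-20, 30 min RT; compound added (max 110 uM), 30 min RT; streptavidin donor/Ni-chelate acceptor beads 10 ug/mL final, 20 min dark; AlphaScreen read.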
# Pol eta inh = qHTS for Inhibitors of Polymerase Eta. Potency, µM (titrated, usually from 114 µM), without a hit: at the top dose activity change, negative = inhibition, usual class: inhibitors. recombinant Pol eta, fluorescent DNA replication assay. actives 1.2% (n = 390,000). DNA polymerase eta (Homo sapiens), Q9Y253; further: on the % scale 0 is the no-effect control and ±100 the full control effect
# Target sequence (Q9Y253 whole entry, looked up): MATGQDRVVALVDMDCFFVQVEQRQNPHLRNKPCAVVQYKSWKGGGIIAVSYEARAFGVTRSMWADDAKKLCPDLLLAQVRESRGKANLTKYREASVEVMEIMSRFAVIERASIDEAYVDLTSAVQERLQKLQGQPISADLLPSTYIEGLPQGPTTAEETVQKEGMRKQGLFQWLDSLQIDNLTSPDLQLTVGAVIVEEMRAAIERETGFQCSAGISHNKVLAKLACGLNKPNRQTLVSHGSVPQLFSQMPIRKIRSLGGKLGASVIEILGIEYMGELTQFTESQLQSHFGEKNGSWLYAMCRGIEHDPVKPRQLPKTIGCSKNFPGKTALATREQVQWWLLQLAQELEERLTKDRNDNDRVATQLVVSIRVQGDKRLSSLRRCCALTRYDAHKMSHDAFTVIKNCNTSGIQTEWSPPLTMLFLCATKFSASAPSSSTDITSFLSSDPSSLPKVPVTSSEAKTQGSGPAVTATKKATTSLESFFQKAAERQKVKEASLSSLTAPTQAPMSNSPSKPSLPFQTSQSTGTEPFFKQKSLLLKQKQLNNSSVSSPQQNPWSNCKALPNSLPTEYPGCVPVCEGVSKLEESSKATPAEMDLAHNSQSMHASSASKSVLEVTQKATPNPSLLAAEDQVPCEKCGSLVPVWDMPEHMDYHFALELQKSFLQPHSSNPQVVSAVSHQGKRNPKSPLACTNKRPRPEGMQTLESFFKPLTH
#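 Pol eta (10 nM) was preincubated with compounds for 15 min at room temperature, after which fluorescent replication substrate (50 nM final) was added to start the reaction. Fluorescence was read kinetically at 0 and 10 min.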
# Pol beta inh = qHTS Assay for Inhibitors of DNA Polymerase Beta; actives 1.3% (n = 340,000); P06746; Pol beta primer extension/strand displacement, fluorescence kinetic; Potency, µM (titrated, usually from 114 µM), without a hit: top-dose activity change, negative = inhibition, hits mostly inhibitors; AID 485314, 2010; further: on the % scale 0 is the no-effect control and ±100 the full control effect
#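 Pol beta (10 nM) was preincubated with compound for 15 min at room temperature. The reaction was then started with 50 nM substrate and read immediately and after a further 10 min at room temperature.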
# Starred values were filed as active, the others as inactive; ? = inconclusive; · = not tested or not shown; [ ] = another dose, or the depositor's remark. The call rests on the fitted dose curve; in most records, active means well fitted curve in the direction sought with a large enough effect; inconclusive means small, poorly fitted or top-dose-only effect, or another doubt; inactive means no such curve, though single readings can be large; an effect the other way counts as inactive or inconclusive. Potency means the concentration at half of the fitted maximal effect. This is a subset, so the mix of outcomes need not match the whole.
SMILES,APEX1 inh,Pol iota inh,BLM helicase inh,G9a block,Pol kappa inh,JMJD2A Tudor inh,BAZ2B inh,Pol eta inh,Pol beta inh
C[C@H](CO)N1C[C@H](C)[C@@H](CN(C)Cc2ccc(-c3ccccc3)cc2)Oc2ccc(NC(=O)Cn3cnnn3)cc2C1=O,12.8%,-3.6%,·,·,-25.3%,?,·,-13.4%,·
COc1cc2c(cc1OC)CN(C(=O)c1cc(C3CC3)nn1-c1ccccc1)CC2,-5.7%,64.9%[activator],·,?,-16.0%,-33.1%,?,-5.6%,·
O=c1oc2cc(OCCO)ccc2c2c1CCCC2,3.3%,15.1%,1.7%,·,4.0%,-9.0%,-7.1%,-13.3%,8.5%
COc1ccc(-c2nnc(SC(C)C(=O)Nc3nccs3)n2Cc2ccccc2)cc1OC (configuration not stated),-2.6%,16.8%,-3.6%,?,-2.5%,-15.8%,-5.3%,2.0%,-14.6%
O=C(c1cccc(S(=O)(=O)Nc2ccc(F)cc2)c1)N1CCC1,-5.8%,-13.9%,·,-7.5%[12.7 µM],3.4%,-9.8%,8.8%,7.3%,·
Cc1ccc(C(=O)NC2CCN(C(=O)Nc3ccccc3)CC2)cc1,-1.7%,10.2%,-0.7%,-22.6%,0.9%,-2.1%,6.1%,-8.9%,1.6%
CCc1nc2ccccc2c(C(=O)OCC(=O)NCCCN2CCCC2=O)c1C,15.8%,26.9%,-1.9%,-42.1%,-3.8%,5.3%,3.2%,-13.3%,26.3%
CCc1ccc(NC(=O)C/C(C)=N/NC(=O)COc2ccccc2C)cc1,2.1%,8.1%,-4.8%,-0.4%,-12.9%,-24.5%,-21.7%,-5.2%,-0.9%
CN(C)Cc1ccccc1-c1nccc(N(C)Cc2ccco2)n1,-2.2%,·,-3.2%,-1.3%[0.501 µM],0.4%[60.1 µM],·,·,·,·
O=C(c1ccc(S(=O)(=O)c2ccccc2Cl)c([N+](=O)[O-])c1)N1CCCCCC1,-0.5%,27.3%,-4.2%,?,-16.3%,?,?,-12.7%,5.9%
COC(OC)c1ccnc(-c2ccc(OC(=O)c3cccs3)cc2)n1,-8.7%,14.4%,-7.4%,106.4%[activator],-3.2%,39.1%[activator],30.4%,-16.8%,11.9%
Cc1ccc(C)c(S(=O)(=O)N2CCN(C(=O)CCNC(=O)c3ccc(Br)cc3)CC2)c1,-13.0%,9.9%,·,0.5%,1.9%,-10.3%,-25.1%,-11.9%,·
O=C(Nc1ccccc1C(=O)N/N=C/c1ccc(F)cc1)c1ccccc1Br,8.1%,-2.2%[58.9 µM],-8.0%,23.0%[2.33 µM],-10.7%,-7.6%,4.8%,-18.0%,1.5%
CC(C)COc1ccc(CNC(=S)NCc2ccccc2)cc1,-5.3%,?,-11.0%,50.5%[12.7 µM],-16.8%,-18.3%,-2.0%,-15.5%,8.2%
Cc1ccc(N2CC(C(=O)Nc3nnc(SCC(=O)N4CCOCC4)s3)CC2=O)cc1 (configuration not stated),-7.2%,11.7%,-1.0%,44.7µM*,-4.4%,-8.1%,-1.2%,-14.4%,15.1%
CC1CCN(CCCNC(=O)c2ccc3c(Cl)c4c(nc3c2)CCCC4)CC1,12.7%,66.9%[activator],13.6%,·,-9.5%,-22.4%,?,-2.3%,16.8%
CCNc1nc(N)nc(Oc2ccc(OCCOc3ccc(Cl)cc3Cl)nn2)n1,-3.4%,13.7%,-1.0%,-9.0%[59 µM],-5.0%,-11.9%,-7.4%,-6.5%,9.2%
CC(C)N(C(=O)CSc1cn(CC(=O)N2CCCCCC2)c2ccccc12)C(C)C,·,12.2%,2.2%,5.2%[59 µM],-6.9%,2.2%,-12.4%,-13.2%,18.4%
CCOc1ccc(CCNC(=O)CCn2c(=O)c3cccn3c3ccc(F)cc32)cc1OCC,·,0.6%,0.0%,-2.0%[59 µM],-7.2%,-16.8%,-0.6%,11.4%,1.5%
C=CCOc1ccc(Br)cc1/C=C1/SC(=Nc2ccc(C(=O)O)cc2)NC1=O,1.1%,?,-20.6%,20µM*,-18.0%,?,44.7µM*,20µM*,?
CC(C)(C)OC(=O)N1CCC(c2c(C(=O)N3CCN(Cc4ccccc4)CC3)cnn2-c2cccc(Cl)c2)CC1,·,3.8%,-2.7%,-32.6%[59 µM],0.3%,-32.7%,-7.9%[57.1 µM],-10.8%,13.4%
COc1cc(OC)c(Nc2nc3ccccc3c3nncn23)cc1Cl,·,52.1%[activator],-5.2%,-3.5%[59 µM],0.0%,-15.4%,1.6%,-2.0%,15.8%
CCN(CCCc1ccccc1)CCCc1ccccc1,-7.4%,-14.3%,-1.6%,?,-12.9%,22.4µM*,?,-8.5%,-11.1%
O=C(COC(=O)/C=C/c1ccccc1[N+](=O)[O-])NCC(F)(F)F,0.1%,7.7%,0.7%,0.6%,-19.5%,-10.5%,·,-8.9%,2.8%
Cc1ccc(-c2ccc(=O)n(Cc3cccc(Br)c3)n2)cc1,-12.4%,29.6%,-12.2%,151.8%[activator],-32.8%,79.0%[activator],41.4%[activator],-19.1%,0.1%
# (more compounds)
SMILES,APEX1 inh,Pol iota inh,BLM helicase inh,G9a block,Pol kappa inh,JMJD2A Tudor inh,BAZ2B inh,Pol eta inh,Pol beta inh
Cc1c(Cl)cccc1NC(=O)NCc1ccncc1,-9.7%,-9.6%,2.1%,2.3%,17.3%,-0.3%,-23.4%,-4.2%,0.0%
CCOc1cc(CNC(C)(C)CO)cc(Br)c1OCc1ccc(Cl)cc1Cl,-0.5%,-4.3%,-4.5%,30.8%[0.501 µM],3.0%,-17.9%,-28.0%,-13.3%,3.9%
COc1ccccc1CC(NC(C)=O)C(=O)NC1CCN(C(=O)Nc2cccc(F)c2)CC1 (configuration not stated),-10.0%,121.1%[activator],-1.0%,-1.3%,-0.7%,14.4%,1.6%,-19.1%,18.1%
Cc1csc(NC(=O)c2cc(C)oc2C)n1,0.1%,-0.8%,0.4%,13.6%[2.33 µM],-11.2%,-33.0%,-32.9%,-10.5%,34.6%
CCN(C(=O)CSc1nnc(-c2ccncc2)n1Cc1ccccc1)C1CCS(=O)(=O)C1 (configuration not stated),3.0%,121.3%[activator],0.8%,-4.0%,-3.3%,-11.0%,-9.3%,0.2%,3.5%
CCOc1ccc(C2C(C(=O)C3CC3)N3C=C(C#N)C=CC3C2(C#N)C#N)cc1 (configuration not stated),-5.0%,·,-8.2%,25.1µM*,·,·,-35.9%,·,86.1%
Cc1ccc[n+](C(C)C(=O)c2ccc(-c3ccccc3)cc2)c1 (configuration not stated),6.7%,-3.9%,-2.6%,-4.6%[59 µM],4.7%,-7.6%,9.2%,-12.2%,13.3%
CN1C(=O)Cc2cc(S(=O)(=O)CCC(=O)Nc3ccc(F)c(Cl)c3)ccc21,·,-5.5%,-1.1%,-29.8%[59 µM],0.8%,-8.4%,7.9%,-0.4%,-0.2%
CCCC(=O)Nc1ccc(-c2nc3cc(C)c(C)cc3o2)cc1,-3.8%,?,-7.0%,-10.4%[2.33 µM],-20.2%,-8.2%,4.8%,-14.6%,?
CCN(C(=O)COC(=O)/C=C/c1cnc2ccccc2n1)c1ccccc1,-1.2%,1.6%,-2.3%,-9.7%,2.2%,-22.6%,-17.1%,0.7%,24.0%
CC(C)Oc1ccc(CNC(=O)CCC(=O)N2CC(C)Sc3ccccc32)cc1 (configuration not stated),14.8%,-1.1%,-1.9%,0.8%,-10.7%,-31.7%,-26.6%,-8.4%,9.4%
Cc1cc2cc(CCNC(=O)c3ccc(C)c([N+](=O)[O-])c3)c(=O)[nH]c2cc1C,-3.7%,23.8%,-7.8%,-6.0%[12.7 µM],-5.3%,-20.3%,5.9%,-14.7%,16.3%
c1ccc2c(c1)Cn1c-2nc2ccccc21,8.8%,2.8%,6.1%,7.3%[12.7 µM],-3.6%,0.0%,-4.9%,10.2%,-2.5%
COc1ccc(S(=O)(=O)N2c3cc(C)ccc3OCC2C(C)(C)C)cc1 (configuration not stated),4.1%,1.4%,-6.2%,157.3%[activator][59 µM],-7.5%,-2.9%,?,-13.7%,13.3%
CCOC(=O)C1(CCc2ccccc2)CCN(C(=O)c2cccc(C)n2)CC1,-0.6%,13.9%,-3.4%,·,0.3%,-16.6%,19.1%,-12.7%,0.3%
CC1CCCC(N2CCN(C(=O)c3ccccc3F)CC2)C1 (configuration not stated),40.5%,52.0%[activator],-3.8%,-4.7%,-2.4%,-4.8%,-2.2%,-21.5%,-1.6%
Cc1ccccc1CSCCNC(=O)C1CCN(S(=O)(=O)Cc2ccccc2)CC1,·,-17.9%,-3.1%,-6.8%[59 µM],-17.1%,-11.9%,?,-18.0%,-1.8%
CNC(=S)N(CCc1c(C)[nH]c2ccc(Cl)cc12)Cc1cc(OC)c(OC)c(OC)c1,-1.2%,-0.9%,-5.1%,31.6µM*,13.3%,?,?,-23.0%,-0.5%
COC(=O)C1=C(C)N(Cc2ccccc2)C(=NCCCCO)N[C@H]1CCc1ccccc1,6.5%,22.0%,-0.3%,?,18.4%,?,-10.8%,-20.3%,16.8%
Cc1[nH]c2ccccc2c1C(=O)C(=O)N1CCN(c2ccccc2)CC1,3.8%,2.0%,-3.2%,-3.8%,-0.4%,-28.7%,-26.1%,-19.5%,2.2%

# Entries above marked active in BAZ2B inh.
SMILES,APEX1 inh,Pol iota inh,BLM helicase inh,G9a block,Pol kappa inh,JMJD2A Tudor inh,BAZ2B inh,Pol eta inh,Pol beta inh
C=CCOc1ccc(Br)cc1/C=C1/SC(=Nc2ccc(C(=O)O)cc2)NC1=O,1.1%,?,-20.6%,20µM*,-18.0%,?,44.7µM*,20µM*,?
